# bCat nuc transl = beta-catenin nuclear translocation modulation; nuclear translocation activity, % at 5 µM; actives 0.3% (n = 190,000); HeLa beta-catenin nuclear translocation, immunofluorescence imaging;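 active = nuclear translocation activity above 50% at 5 µM, with a well cell count of 50 or more; inconclusive = wells under 50 cells across six images, flagged as toxic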;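 also: per-cell ratio of nuclear to cytoplasmic median beta-catenin stain intensity; plate controls were DMSO negative control for no effect and GSK-3 inhibitor IX positive control for full effect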
#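 Technique: fluorescence imaging of beta-catenin antibody stain plus DAPI / Material: human HeLa cell line / Incubation: compound treatment 24 h, 37°C, 5% CO2 / Read-out basis: % activation of per-cell nuclear versus cytoplasmic median beta-catenin signal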
# Autophagy mod = alters autophagy in cells | AID 463193 | actives 0.98% (n = 190,000) | MEF GFP-LC3 puncta imaging; test concentration mostly 10 µM | calls only at 10 µM (by protocol);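 active = percentage of spot-positive cells more than 3 SD above its plate mean, without a fluorescence outlier flag or 80% toxicity; inconclusive = no clear call, values can overlap the other calls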;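 also: spot-positive cell cutoff set from DMSO-treated cells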
# West Nile virus CPE = inhibition of WNV-induced cytopathic effect – cell-based, CPE readout (AID 1621). CPE inhibition, % at 10 µM; hits with a dose series show IC50 in µM. actives 0.02% (n = 290,000). West Nile virus-infected cells, CPE inhibition; higher % means a stronger effect; in the data active = a potency from the dose series; inconclusive = CPE inhibition mostly from about 3.7% at the one dose, without a potency; inactive = the rest, 99 in 100 with CPE inhibition below about 2.2%; also: strong numbers were not always called active
# T cell HTS = modulates CD8 T cell binding to vesicles; 2C CD8+ T cell-vesicle binding, flow cytometry; active compounds read low; calls only at 7 µM; actives 0.068% (n = 330,000); AID 2052;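 active = response, share of CD8 T cells binding vesicles, and their 90th percentile fluorescence all below set limits, cut at about 80% in these data, passing the limit was not always enough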
#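 Benchmarks: naked versus QL9-loaded vesicles / Assay system: purified 2C TCR transgenic mouse naive CD8+ T cells / Technique: high-throughput flow cytometry with anti-B7-1 and anti-CD8 staining / Timing: Cell–vesicle co-incubation 1.5 h at 37 °C, staining 20 min on ice / Read-out: percent CD8+ FL2 mean versus row control / Probe or stimulus: QL9-loaded Drosophila micro-vesicles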
# WT yeast gro inh = growth inhibition of WT yeast, mitochondrial fusion screen. mitochondrial fusion phenotypic screen, WT strain. AID 1362. actives 2.1% (n = 190,000). inhibition, % at 10 µM; in the data active = inhibition above about 58%; tested in S. cerevisiae
# MT stabilizer = microtubule stabilization, imaging screen. HeLa tubulin immunostaining HCS, 24 h; share of cells brighter than vehicle mean+2SD. actives 0.83% (n = 200,000). AID 2205. % tubulin-high responders, % at 10 µM;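 active = plate Z-score above 3 for both tubulin-high and condensed-nucleus cell shares, with cell loss under 80%, at 10 µM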;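 also: anti alpha tubulin signal scored within the nucleus-defined area of each cell; some results filed as inactive read as strong as hits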
# Hep lipid drop = modulators of hepatic lipid droplet formation; AML12 mouse hepatocytes, oleate lipid droplets, BODIPY imaging; inhibition, % at 6.5 µM; actives 0.4% (n = 240,000);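 active = lipid droplet intensity inhibited by at least 50%, with more than 500 cells counted; inconclusive = wells with under 300 cells, treated as cytotoxic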
#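 material = mouse AML12 hepatocyte cell line, fixed after treatment | also added = 100 µM oleic acid challenge | doses = compound at 6.5 µM only | schedule = overnight exposure | technique = Image-based BODIPY and DAPI two-channel analysis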
# Myeloid diff MLP = compounds promoting myeloid differentiation | ER-HoxA9 myeloid progenitors, lysozyme-GFP differentiation, flow cytometry | calls only at 10 µM | AID 624256 | actives 1% (n = 360,000);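 active = normalized GFP-positive differentiation at or above the plate's own cutoff, the solvent-only control mean plus 3 SD; inconclusive = no clear call, values can overlap the other calls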;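 also: cells exposed to compound for four days before flow analysis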
# WT yeast gro inh mutant strain = second read-out of WT yeast gro inh, no call of its own (marks repeat the call); inhibition, %; mitochondrial fusion phenotypic screen, mutant strain inhibition
# Hep lipid drop cells 6.5 µM = further read-out of Hep lipid drop, marked with its call; cell count; measured here: cell count, cytotoxicity flag;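 cells counted across two imaged fields per well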
# bCat nuc transl cell count 5 µM = recorded beside bCat nuc transl, whose call it bears; cell count; measured here: cell count, cytotoxicity flag
# T cell HTS vesicle-bound % = second read-out of T cell HTS, no call of its own (marks repeat the call); double positive events, %; measured here: CD8+ vesicle-bound cell fraction;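 binding gate set so that unloaded-vesicle control wells show 10% double positive cells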
# MT stabilizer Hoechst-high % = second read-out of MT stabilizer, no call of its own (marks repeat the call); % Hoechst-high responders; measured here: nuclear condensation Hoechst responders;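 share of cells brighter than vehicle mean plus two SD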
# MT stabilizer cytotoxicity % = recorded beside MT stabilizer, whose call it bears; toxicity, %; measured here: cytotoxicity by cell density;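 0% = mean cell density of plate MIN control wells and 100% = no cells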
# Autophagy mod cell loss 18 h = further read-out of Autophagy mod, marked with its call; toxicity, %; measured here: cell loss, nuclei count;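 cell loss after 18 h compound exposure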
# Myeloid diff MLP GFP+ MAC1+ % = second read-out of Myeloid diff MLP, no call of its own (marks repeat the call); GFP+ MAC1+ double positive, %; measured here: differentiation confirmed by MAC1 staining
# Numbers without * were called inactive; i = inactive; u = inconclusive; x = not tested or not shown; + = active, no number. Not all compounds are listed (hit frequency here may not be typical).
SMILES,bCat nuc transl,Autophagy mod,Autophagy mod cell loss 18 h,West Nile virus CPE,T cell HTS,T cell HTS vesicle-bound %,WT yeast gro inh,MT stabilizer,MT stabilizer Hoechst-high %,MT stabilizer cytotoxicity %,Hep lipid drop,Hep lipid drop cells 6.5 µM,Myeloid diff MLP,others
CN(/N=C/c1cc(Cl)ccc1O)C1=NS(=O)(=O)c2ccccc21,x,x,x,-0.5%,i,23.0,x,x,x,x,9.9,879,x,
O=C(O)CN1C(=O)c2cccc3c(Br)ccc1c23,x,x,x,-0.2%,i,55.7,x,x,x,x,5.8,805,x,
CC(C)c1ccc(C2C(C(=O)c3ccco3)=C(O)C(=O)N2CCN2CCOCC2)cc1 (configuration not stated),x,x,x,-0.3%,i,38.7,x,x,x,x,32.9,843,x,
COc1ccc(CCNC(=O)c2c(O)c3ccccc3[nH]c2=O)cc1OC,x,x,x,-0.1%,i,32.9,x,x,x,x,-4.7,846,x,
COc1cc2c(cc1OC)C(C)N(S(=O)(=O)c1ccc(C)cc1)CC2 (configuration not stated),x,x,x,-1.2%,i,49.8,x,x,x,x,-0.1,731,x,
Cc1cc(C)c[n+](C(C)C(=O)c2ccc(Cl)cc2)c1 (configuration not stated),x,x,x,0.1%,i,56.9,x,x,x,x,-27.6,802,x,
Nc1ccccc1C(=O)NCC1(c2ccccc2)CCCC1,x,x,x,-1.1%,i,46.8,x,x,x,x,-24.8,787,x,
COc1ccc(C(=O)Oc2cc(C)c(CN3CCOCC3)cc2C)cc1OC,x,x,x,-1.0%,i,54.7,x,x,x,x,1.7,838,x,
O=[N+]([O-])c1ccc(Cl)c(NC2=NCCCCC2)c1,x,x,x,-0.1%,i,61.2,x,x,x,x,-52.6,745,x,
O=C(O)CN1C(=O)C(=O)N(Cc2ccc(Cl)c(Cl)c2)C1=O,x,x,x,-0.1%,i,62.6,x,x,x,x,-13.2,657,x,
CSc1ccccc1OCc1cc(C(=O)N2CCc3c(Cl)cccc3C2)no1,x,x,x,0.7%,i,26.6,x,x,x,x,20.8,716,x,
CCN(CC)c1ccc(/C=N/NC(=O)CNC(=O)C2COc3ccccc3O2)c(O)c1 (configuration not stated),x,x,x,u,i,8.4,x,x,x,x,5.6,879,x,
CNC[C@H](CC1CCCCC1)NC[C@H](Cc1ccccc1)NCCC12CC3CC(CC(C3)C1)C2,x,x,x,-2.5%,i,41.2,x,x,x,x,21.9,802,x,
O=C(Cc1ccc(N2CCNC2=O)cc1)N1CCCC(Nc2ccc(F)c(F)c2)C1 (configuration not stated),x,x,x,1.9%,i,7.7,x,x,x,x,26.7,813,x,
COc1cc(C2c3[nH]c4ccccc4c3C[C@H]3C(=O)N(CCO)CC(=O)N23)cc(OC)c1OC (some centres not stated),x,x,x,-0.4%,i,14.0,x,x,x,x,14.5,844,x,
C/C=C/C=C/C(=O)Nc1cccc(C2=NOC3(C2)C[C@H](C(N)=O)N(C(=O)CC(c2ccccc2)c2ccccc2)C3)c1 (some centres not stated),-0.3,x,x,x,i,23.6,x,x,x,x,-4.9,665,x,bCat nuc transl cell count 5 µM=1260
Cc1nc2ccccn2c1/C(O)=C1\C(=O)C(=O)N(CCCN(C)C)C1c1ccc(F)cc1 (configuration not stated),x,x,x,x,i,40.0,5.3,3.7,3.0,5.2,x,x,x,WT yeast gro inh mutant strain=0.3
O=C1CC(N2CCC(c3nc4ccccc4o3)CC2)C(=O)N1c1ccc(Cl)cc1 (configuration not stated),x,i,-3.2,x,x,x,x,2.5,1.4,4.0,x,x,x,
CC1=NC(=O)C(N=Nc2cccc3ccccc23)N1c1ccccc1 (configuration not stated),x,i,24.1,x,x,x,x,3.6,2.7,1.0,x,x,x,
O=C(CSc1ncnc2c1nnn2-c1ccc(F)cc1)N1CCN(c2ccccc2)CC1,x,i,6.5,x,x,x,x,2.5,2.1,5.1,x,x,x,

# Structural class, the compounds so far containing a Cl atom.
SMILES,bCat nuc transl,Autophagy mod,Autophagy mod cell loss 18 h,West Nile virus CPE,T cell HTS,T cell HTS vesicle-bound %,WT yeast gro inh,MT stabilizer,MT stabilizer Hoechst-high %,MT stabilizer cytotoxicity %,Hep lipid drop,Hep lipid drop cells 6.5 µM,Myeloid diff MLP,others
CN(/N=C/c1cc(Cl)ccc1O)C1=NS(=O)(=O)c2ccccc21,x,x,x,-0.5%,i,23.0,x,x,x,x,9.9,879,x,
Cc1cc(C)c[n+](C(C)C(=O)c2ccc(Cl)cc2)c1 (configuration not stated),x,x,x,0.1%,i,56.9,x,x,x,x,-27.6,802,x,
O=[N+]([O-])c1ccc(Cl)c(NC2=NCCCCC2)c1,x,x,x,-0.1%,i,61.2,x,x,x,x,-52.6,745,x,
O=C(O)CN1C(=O)C(=O)N(Cc2ccc(Cl)c(Cl)c2)C1=O,x,x,x,-0.1%,i,62.6,x,x,x,x,-13.2,657,x,
CSc1ccccc1OCc1cc(C(=O)N2CCc3c(Cl)cccc3C2)no1,x,x,x,0.7%,i,26.6,x,x,x,x,20.8,716,x,
O=C1CC(N2CCC(c3nc4ccccc4o3)CC2)C(=O)N1c1ccc(Cl)cc1 (configuration not stated),x,i,-3.2,x,x,x,x,2.5,1.4,4.0,x,x,x,

# Carrying on.
SMILES,bCat nuc transl,Autophagy mod,Autophagy mod cell loss 18 h,West Nile virus CPE,T cell HTS,T cell HTS vesicle-bound %,WT yeast gro inh,MT stabilizer,MT stabilizer Hoechst-high %,MT stabilizer cytotoxicity %,Hep lipid drop,Hep lipid drop cells 6.5 µM,Myeloid diff MLP,others
CCCn1c(=NC(C)=O)c(C#N)cc2c(=O)n3cccc(C)c3nc21,x,i,-6.7,x,x,x,x,1.9,3.0,12.0,x,x,x,
CC1CCc2c(sc3ncnc(N4CCN(S(=O)(=O)c5cccc6nonc56)CC4)c23)C1 (configuration not stated),x,i,6.9,x,x,x,x,2.1,1.5,6.0,x,x,x,
COc1ccc(-c2c3c(=O)n(C)c(=O)n(C)c3c3nnc4ccccc4n23)cc1,x,i,2.7,x,x,x,x,2.9,1.1,6.7,x,x,x,
COc1ccc2c3c(cccc13)NN=C2C,x,i,2.9,x,x,x,x,1.4,1.4,6.3,x,x,x,
O=C1NC2CCCCC2NC1CC(=O)N1CCN(c2ccccc2)CC1 (configuration not stated),x,i,2.2,x,x,x,x,9.2,17.7,97.8,x,x,x,
CC1CCN(C(=O)c2ccc(C(=O)N3CCC(C)CC3)cc2)CC1,x,i,33.3,x,x,x,x,4.0,2.3,5.4,x,x,x,
COc1ccc(/C=C2\CCc3ccccc3C2=O)cc1Cn1nc(C)c(Br)c1C,x,i,-4.2,x,x,x,x,2.2,1.6,7.0,x,x,x,
COCCn1c(SCc2nnc(-c3ccc(OC)c(OC)c3)o2)nc2sc3c(c2c1=O)CCC3,x,i,43.6,x,x,x,x,3.2,1.8,6.9,x,x,x,
CCOC(=O)N1CCN(C(=O)C2CCC(C(=O)N3CCN(C(=O)OCC)CC3)CC2)CC1 (configuration not stated),x,i,34.6,x,x,x,x,3.8,2.7,7.8,x,x,x,
Cc1nn(-c2ccccc2)c(Cl)c1/C=C1\N=C(c2ccccc2)OC1=O,x,i,0.7,x,x,x,x,2.4,1.4,5.0,x,x,x,
CC(C)C1Cc2c(sc3c2c(=O)n(-c2ccccc2)c2nncn32)CO1 (configuration not stated),x,i,-3.1,x,x,x,x,2.6,2.0,5.6,x,x,x,
Cc1ccnc(SCCn2c(N3CCOCC3)nc3c2c(=O)n(C)c(=O)n3C)n1,x,i,3.9,x,x,x,x,3.2,1.1,0.3,x,x,x,
CCCCCCCc1nc2c(=O)[nH]c3ccccc3c2o1,x,i,-3.3,x,x,x,x,2.5,1.8,8.3,x,x,x,
Cc1cc(C)c2c(n1)sc1c(N3CCOCC3)ncnc12,x,i,1.9,x,x,x,x,2.0,0.6,20.1,x,x,x,
COc1cc(C2c3c(oc4c(C)cc(C)cc4c3=O)C(=O)N2Cc2cccnc2)cc(OC)c1OC (configuration not stated),x,i,-3.3,x,x,x,x,4.2,3.4,4.4,x,x,x,
CCOc1cc(-n2cnnn2)c(OCC)cc1NC(=O)c1cc2ccc(N(CC)CC)cc2oc1=O,x,+,-2.1*,x,x,x,x,3.2,2.0,20.9,x,x,x,
Cc1ccc(-n2nc3c(N4CCN(c5ccccc5)CC4)nnc(C)c3c2C)cc1,x,i,-4.9,x,x,x,x,2.5,2.2,10.6,x,x,x,
O=C1c2ccccc2-c2nc3ncnn3c(-c3ccccc3)c21,x,i,-7.3,x,x,x,x,2.5,2.0,0.2,x,x,x,
CCOc1ccc2cc(C#N)c(SCC(=O)N3CCCC3)nc2c1,x,i,8.2,x,x,x,x,1.5,2.0,4.2,x,x,x,
COc1ccc(-c2onc3ccc(Cl)cc23)cc1OC,x,i,-6.2,x,x,x,x,3.3,2.3,1.4,x,x,x,
COc1ccc(OC)c(C2C(C(=O)c3ccc(C)o3)=C(O)C(=O)N2CCCN2CCOCC2)c1 (configuration not stated),x,i,-0.4,x,i,56.7,x,2.0,1.5,4.8,x,x,x,
CCOc1ccc(C2C(C(=O)c3cccs3)=C(O)C(=O)N2CCCn2ccnc2)cc1 (configuration not stated),x,i,-37.7,x,i,29.3,x,4.1,1.4,5.5,x,x,x,
CC(C)(C)NC(=O)C(c1ccco1)N(C(=O)Cn1nnc(-c2ccc(F)cc2)n1)c1ccccc1 (configuration not stated),x,i,2.9,x,i,31.9,x,2.5,1.6,9.1,x,x,x,
O=NN(Cc1cccnc1)Cc1cccnc1,x,x,x,x,x,x,x,x,x,x,x,x,i,Myeloid diff MLP GFP+ MAC1+ %=0.9
COc1ccc(NC(=O)C2(C)Cc3c(-c4cccc(C(F)(F)F)c4)ccnc3O2)cc1OC (configuration not stated),x,x,x,x,x,x,x,x,x,x,x,x,i,Myeloid diff MLP GFP+ MAC1+ %=0.9

# Compound activity: PubChem BioAssay, several laboratories
